PAX8 reporter: PAX8 transcriptional activity inhibition | RMG-I TPO-luciferase reporter, SteadyGlo, 24 h | inhibition, % at 12.6 µM | actives 1.2% (n = 360,000) | AID 652154;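 active means mean replicate inhibition at least 60% with every replicate also reaching 60%; inconclusive means only one of the two criteria is met; inactive means mean below 60% and not all replicates reaching 60%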;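 further: luciferase light reporting Pax8 driven TPO promoter activity; plate controls were median of neutral control wells for no effect and mitoxantrone controls for full effect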
LGR2 inh: blocks bursicon-induced cAMP signaling via Drosophila LGR2 | actives 0.35% (n = 380,000) | HEK293 LGR2, CRE-luciferase, bursicon-stimulated, 4 h | inhibition, % at 9.99 µM;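 active means drop in luminescence signal, shown as inhibition above about 50% in the replicate tests, limit read from the data, passing the limit was not always enough; inconclusive means probably only some replicates passing the limit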;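 further: agonist challenge used bursicon conditioned medium at about half maximal strength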
ERAP1 inh: blocks human ERAP1 aminopeptidase activity; recombinant ERAP1, Leu-AMC fluorescence, 60 min; inhibition, % at 10.7 µM; Q9NZ08; AID 652197; actives 0.15% (n = 340,000);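 active means mean replicate inhibition of at least 30%, or all replicates individually reaching that 30% level; inactive means mean below 30% and not every replicate reaching it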;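 further: 0% = neutral control wells and 100% = L-leucinethiol positive control wells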
S100A4 MyoIIA: blocks human S100A4 binding to myosin IIA peptide; P26447; S100A4/TAMRA-MyoIIA peptide fluorescence polarization; inhibition, % at 10.7 µM; actives 0.14% (n = 360,000);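 active means mean inhibition of at least 70% across replicates, with every replicate also reaching that level; inconclusive means mean inhibition reaches 70% but some replicates fall short; inactive means mean inhibition below 70%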
Target sequence (P26447 whole entry, looked up): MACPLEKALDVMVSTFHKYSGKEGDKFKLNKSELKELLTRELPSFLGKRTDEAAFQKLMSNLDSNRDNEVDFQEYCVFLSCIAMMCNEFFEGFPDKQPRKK
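Material: S100A4 monomer (human). Medium: Calcium-containing HEPES buffer, pH 7.2. Probe or stimulus: labelled myosin peptide probe, 5 nM. Compound dosing: one concentration per compound. Timing: polarization read 5 min after assay mix addition, stable 5–60 min. Benchmarks: DMSO as neutral control, TFP as positive control.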
PGC1a acetyl inh: lowers PGC1a acetylation signal in U2OS cells. AlphaScreen anti-acetyl-lysine; with virally co-expressed GCN5 acetyltransferase. inhibition, % at 15.6 µM. actives 0.17% (n = 350,000). AID 651687;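 active means every replicate shows inhibition of at least 40%; inconclusive means mean inhibition at least 40% but some replicate below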;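 further: 0% = neutral control wells and 100% = positive control wells; some results beyond the cut were filed as inactive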
PglD inh: inhibitors of Campylobacter jejuni PglD acetyltransferase; actives 0.098% (n = 360,000); AID 602405; purified PglD enzyme, DTNB colorimetric CoA detection; inhibition, % at 12.5 µM; in the data active means inhibition above about 16%, passing the limit was not always enough; inconclusive means no clear call, values can overlap the other calls; further: strong numbers were not always called active
EWS-Fli inh: EWS/Fli transcriptional activity inhibition; A673 NR0B1-luciferase reporter, viability-normalised; inhibition, % at 12.6 µM; actives 0.67% (n = 350,000); AID 651661;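 active means mean inhibition of at least 50% after viability correction, with every replicate also passing that limit; inconclusive means mean reaches 50% but only one of two replicates passes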;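 further: firefly luciferase signal divided by Alamar Blue viability fluorescence both relative to DMSO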
FN deposit inh: fibronectin deposition inhibition; AH1F fibroblasts, Alexa488-fibronectin deposition fluorescence, overnight; inhibition, % at 12.6 µM; actives 0.086% (n = 350,000); AID 743247;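 active means mean inhibition across replicates of 30% or more, regardless of how many single replicates reach that level; inconclusive means mean under 30% yet at least half of replicates reach 30%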;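 further: positive control wells lacked labelled fibronectin entirely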
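Schedule: 1 h cell adhesion before compound, then overnight fibronectin incubation; test system: AH1F fibroblast monolayer depositing Alexa488-labelled fibronectin into matrix; quantity: 10000 AH1F cells per well; probe or stimulus: fluorescent fibronectin at 24 nM final; signal: fluorescence, ex 485 nm, em 525 nm; evaluation: percent inhibition as loss of matrix-bound fibronectin fluorescence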
Active calls of the source: *; ? = inconclusive; · = no result given; & = joins results of further samples.

Below each compound: PAX8 reporter, LGR2 inh, ERAP1 inh, S100A4 MyoIIA, PGC1a acetyl inh, PglD inh, EWS-Fli inh, FN deposit inh
#1 Cc1noc(C)c1NC(=O)Nc1cccc2c1O[C@@H](CN(C)Cc1ccc(C(=O)Nc3ccccc3N)cc1)[C@H](C)CN([C@@H](C)CO)C2=O
→ -4, -20, 4, 7, 9, ·, -1, 12
#2 Cc1cnc(CN(C)C(=O)c2ccc3oc(Cc4ccc(Cl)cc4)nc3c2)[nH]1
→ -3, 10, -2, 2, 11, ·, ·, -4
#3 CS(=O)(=O)N1CCN(C2Cc3ccccc3C2)CC1
→ ·, -10, -1, -2, 11, -1, ·, ·
#4 C[C@@H]1CN([C@@H](C)CO)C(=O)c2c(c3ccccc3n2C)-c2ccccc2CO[C@H]1CN(C)C(=O)[C@H](C)c1ccccc1
→ 2, -6, -2, 2, -24, -5, 11, 3&-16
#5 C[C@@H]1CN([C@H](C)CO)S(=O)(=O)c2ccc(C#C[C@@H](C)O)cc2O[C@H]1CN(C)Cc1ccc(-c2ccccc2)cc1
→ ?, 3, -1, -6, 4, -4, 37, ·
#6 COC(=O)[C@]12CCCCC=C1N(CCC1=CCCCC1)C(=O)[C@H](CC(=O)N1CCC(c3ccccc3)CC1)C2
→ 20, 9, 0, 4, ·, ·, 9, 2
#7 CCN(CC(=O)NC(=O)NCc1ccco1)Cc1ccccc1
→ -18, 10, -3, 2, 4, ·, -3, ·
#8 O=C(Oc1ccc(/C=N/Nc2ccccc2)cc1)c1ccccc1
→ 12, ·, ·, ·, 6, -5, ·, 13
#9 COc1cccc(CN2CC3(CCN(Cc4ccccn4)CC3)c3c([nH]c4cc(OC)ccc34)[C@H]2CO)c1
→ 0, -3, 0, 8, 1, ·, -10, ·
#10 Cc1ccc(S(=O)(=O)N2CCOCC2)cc1NC(=O)Nc1ccc([N+](=O)[O-])cc1
→ 6, -16, 0, 0, -4, -1, 4, -1
#11 Nc1cc(=O)[nH]c(SCCSc2ccccc2F)n1
→ -2, -2, 1, 0, ·, 3, -2, 1
#12 C[C@@H]1CN([C@@H](C)CO)C(=O)c2cc(NS(=O)(=O)c3ccc(Cl)cc3)ccc2O[C@@H]1CN(C)S(=O)(=O)c1ccc(Cl)cc1
→ -4, 10, 2, 1, -3, 1, 4, ·
#13 CN1CCN(c2ccc([N+](=O)[O-])cc2/C=N/NC(=O)c2cccc([N+](=O)[O-])c2)CC1
→ 15, 9, -1, -3, ·, ·, -4, -5
#14 N#CCCN(Cc1ccccc1)C(=S)Nc1ccc(F)cc1
→ 12, ·, ·, 0, 7, -1, 2, -6
#15 C[C@@H]1CN([C@H](C)CO)C(=O)Cc2cc(NC(=O)Nc3ccc4c(c3)OCO4)ccc2O[C@@H]1CN(C)C(=O)Nc1ccc2c(c1)OCO2
→ 0, -7, 0, -3, -20, -2, -6, ·
#16 CC(C)(C)S(=O)N1Cc2cc(CO)cc(CCO)c2[C@H]1CCO (some centres undefined)
→ 2, 14, 0, -1, 10, -3, 5, -1
#17 COc1ccc(-n2c(Cc3cccn3C)nnc2SCC(=O)Nc2ccc3c(c2)OCCO3)cc1
→ -6, -12, -3, -1, -8, 2, 14, 11
#18 NC(=O)C1CCN(CC(=O)Nc2ccccc2N2CCOCC2)CC1
→ -9, 3, 0, -1, ·, 0, 13, 2
#19 O=C(NCCc1ccccc1)c1ccc(S(=O)(=O)N2CCCCC2)cc1
→ -22, -4, -2, -4, -2, 2, -4, 5
#20 CC(=O)Nc1cc(C)c2nc(NC(C)=O)sc2c1
→ -61, -59, -1, -3, 2, -3, -40, -3
#21 COc1ccccc1S(=O)(=O)N[C@H]1CC[C@@H](CCn2cc(C3CC3)nn2)O[C@@H]1CO
→ 7, -8, 1, 6, 12, -1, -4, -2
#22 COc1cc(C(=O)N2CCc3ccccc32)c([N+](=O)[O-])cc1OC
→ 0, 9, 0, 5, 5, 1, 14, -1
#23 CN1[C@H](C(=O)NC2Cc3ccccc3C2)[C@@H](CO)[C@@H]2Cn3c(ccc(-c4cccnc4)c3=O)[C@@H]21
→ -7, -6, 1, -4, ·, 2, 0, ·
#24 O=C(NC1CCCCC1)c1ccc2c(=O)n(CC3CCCO3)c(=O)[nH]c2c1 (centres undefined)
→ 8, ·, ·, ·, 8, -1, ·, 2
#25 COc1cccc2cc(C(=O)OCC(=O)NC3CCCC(C)C3C)c(=O)oc12 (centres undefined)
→ 1, -76, -3, -1, 8, 2, -82, -8
#26 COc1ccc(C2CC(=O)Nc3cc(OC)c(OC)cc32)cc1Br (centres undefined)
→ 24, 1, 1, -4, ·, 7, 11, 2
#27 CCCOc1ccc(C(=O)CCC(=O)OCC(=O)N2CCN(S(=O)(=O)c3ccc(C)cc3C)CC2)cc1
→ -20, -10, -6, -6, ·, 5, -5, 0
#28 Cc1ccc(-c2cnc3c(c2)C(=O)N([C@H](C)CO)C[C@@H](C)[C@@H](CN(C)CC2CCCC2)O3)cc1
→ -3, -15, -13, 4, -5, 1, 30, -8
#29 C[C@@H]1CN([C@H](C)CO)C(=O)c2cc(Br)cnc2O[C@H]1CN(C)Cc1ccncc1
→ ·, -13, -3, 2, -2, -2, 0, -6
#30 Nc1ccc(C(=O)c2cccs2)cc1[N+](=O)[O-]
→ -17, -26, 5, 4, 11, ·, -17, -12
#31 COc1ccc(NC(=O)Nc2cccc3c2O[C@@H](CN(C)Cc2ccc(C(=O)O)cc2)[C@@H](C)CN([C@H](C)CO)C3=O)cc1
→ ·, 20, -5, 0, -4, 0, 2, -5
#32 C[C@H](NC(=O)C[C@H]1C=C[C@@H](NC(=O)CN2CCOCC2)[C@H](CO)O1)c1ccccc1
→ -7, 18, 7, 7, ·, -1, -1, 2
#33 Cc1ccc(S(=O)(=O)N2CCCCCC2)cc1C(=O)Nc1cccnc1
→ 10, 1, -1, -11, 3, -2, 12, 7
#34 O=C(COC(=O)CCC1CCCC1)Nc1cccc(S(=O)(=O)N2CCOCC2)c1
→ 7, -1, 0, -1, 6, 0, -7, ·
#35 C[C@@H]1CCCCO[C@@H](CN(C)Cc2ccc(C(=O)Nc3ccccc3N)cc2)[C@@H](C)CN([C@H](C)CO)C(=O)c2cc(NC(=O)c3ccncc3)ccc2O1
→ 17, -5, -5, -8, 0, ·, ·, ·
#36 O=c1[nH]cc(F)c(=O)n1C1OC(CO)C(O)C1O (centres undefined)
→ -1, 6, 2, 0, ·, ·, -2, 4
#37 O=C(NCC[C@H]1CC[C@H](NC(=O)C2CC2)[C@H](CO)O1)c1cnccn1
→ -4, -4, -1, 2, 0, -1, -14, 8
#38 COC(=O)c1ccccc1NC(=O)CCCCCn1nnc2ccccc2c1=O
→ 8, -2, -1, 5, 3, 9, 0, 4
#39 O=C(CNC(=O)c1ccccc1F)OC1CCOC1=O (centres undefined)
→ -4, -1, -1, 0, ·, -1, 3, -6
#40 CCCC(=O)Nc1ccc2c(c1)C(=O)N(C)[C@H]1CC[C@H](CC(=O)NCCCN(C)C)O[C@H]1CO2
→ -53, -8, 3, -6, -4, 3, -17, -4

Not a retest: entries from further up.
Below each compound: PAX8 reporter, LGR2 inh, ERAP1 inh, S100A4 MyoIIA, PGC1a acetyl inh, PglD inh, EWS-Fli inh, FN deposit inh
#33 Cc1ccc(S(=O)(=O)N2CCCCCC2)cc1C(=O)Nc1cccnc1
→ 10, 1, -1, -11, 3, -2, 12, 7
#34 O=C(COC(=O)CCC1CCCC1)Nc1cccc(S(=O)(=O)N2CCOCC2)c1
→ 7, -1, 0, -1, 6, 0, -7, ·
#35 C[C@@H]1CCCCO[C@@H](CN(C)Cc2ccc(C(=O)Nc3ccccc3N)cc2)[C@@H](C)CN([C@H](C)CO)C(=O)c2cc(NC(=O)c3ccncc3)ccc2O1
→ 17, -5, -5, -8, 0, ·, ·, ·
#36 O=c1[nH]cc(F)c(=O)n1C1OC(CO)C(O)C1O (centres undefined)
→ -1, 6, 2, 0, ·, ·, -2, 4
#37 O=C(NCC[C@H]1CC[C@H](NC(=O)C2CC2)[C@H](CO)O1)c1cnccn1
→ -4, -4, -1, 2, 0, -1, -14, 8

From PubChem
